Screening results deposited in PubChem by National Center for Advancing Translational Sciences (NCATS).
aSyn rescue = rescues yeast growth from alpha-synuclein toxicity | Yeast expressing alpha-synuclein, growth rescue, BacTiter-Glo, 24 h | Potency, µM (highest dose often 46.1 µM), without a hit: top-dose growth rescue (activation), usual class: activators | actives 0.14% (n = 370,000) | AID 652106; also: potency is read from the fitted curve at half-maximal effect; % of control where 0% means no effect; nearly all actives have a fitted effect of over 65% in size
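Galactose-induced alpha-syn yeast (OD600=0.02, raffinose-pregrown) + pinned cpd, 24 hr, 30 deg C; growth by BacTiter-Glo luminescence. Growth restoration scores as activation.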
FUS yeast rescue = suppressors of FUS proteinopathy in yeast. actives 0.24% (n = 390,000). AID 1347120. S. cerevisiae FUS-expressing, growth rescue, OD600, 24 h. Potency, µM (titrated, usually from 76.6 µM), for the others: top-dose growth rescue (activation), hits mostly activators;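 also: potency is read from the fitted curve at half-maximal effect; plate controls were DMSO vehicle for no effect and reference control for full effect; nearly all actives have a fitted effect of over 55% in size; some results filed as inactive show a strong effect at the top dose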
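Quantitative HTS measuring growth restoration of FUS-toxic yeast. Galactose-induced cells (OD 0.005) were exposed 24hr at 30C to compounds at several concentrations, then absorbance at 600 nm was recorded.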
D3 antag = antagonists of human D3 dopamine receptor; actives 2.5% (n = 360,000); P35462; AID 652054; max response, negative = inhibition, %; D3R cells, DiscoveRx beta-arrestin luminescence, antagonist mode; hits give low values; in the data active = max response below about -50%; inconclusive = no clear call, values can overlap the other calls; also: % is scaled to controls: 0 for no effect and ±100 for the full control effect; mostly tested at two doses, the higher about 12 µM
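Cells expressing the human receptor were seeded at 1500 cells/well, incubated overnight at 37 degrees C in 5% CO2, then exposed to library compounds with dopamine controls for 90 minutes at 37 degrees C before luminescent detection.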
GLP-1R agonist = GLP-1 receptor (human) agonism. P43220. HEK293 GLP-1R CRE-luciferase, luminescence, 4-6 h; cells express a hypersensitive GLP-1R form. Potency, µM (highest dose often 45.6 µM), inactives show at the highest dose activation, most hits filed as activators. actives 0.007% (n = 380,000); also: potency is read from the fitted curve at half-maximal effect; % of control where 0% means no effect
Target sequence (P43220 whole entry, looked up): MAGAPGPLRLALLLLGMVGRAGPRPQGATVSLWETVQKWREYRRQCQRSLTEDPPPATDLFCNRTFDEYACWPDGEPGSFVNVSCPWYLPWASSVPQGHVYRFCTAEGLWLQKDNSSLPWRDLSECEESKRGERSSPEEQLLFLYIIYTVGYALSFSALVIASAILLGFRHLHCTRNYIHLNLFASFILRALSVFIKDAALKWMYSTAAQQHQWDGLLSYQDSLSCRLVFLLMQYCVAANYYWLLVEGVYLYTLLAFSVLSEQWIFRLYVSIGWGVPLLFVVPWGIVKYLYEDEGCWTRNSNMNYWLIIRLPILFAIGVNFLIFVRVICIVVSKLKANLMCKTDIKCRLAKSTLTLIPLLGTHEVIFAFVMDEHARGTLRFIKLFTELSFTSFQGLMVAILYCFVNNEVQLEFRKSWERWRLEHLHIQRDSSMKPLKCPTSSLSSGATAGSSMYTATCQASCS
GLP1R inv ag = GLP-1 receptor (human) inverse agonism | P43220 | HEK293 GLP-1R CRE-luciferase, luminescence, 24 h; GLP-1R form is constitutively active | Potency, µM (series often up to 38.3 µM), without a hit: at the top dose activity change, negative = inhibition, hits mostly inhibitors | actives 1.6% (n = 410,000) | AID 624417; also: potency is read from the fitted curve at half-maximal effect; % is scaled to controls: 0 for no effect and ±100 for the full control effect; nearly all actives have a fitted effect of over 55% in size
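GLP-1R inverse agonism mode: basal reporter luminescence in engineered HEK293 cells measured after one day of compound exposure at 37 deg C, with a 12 min room-temperature detection step.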
Abeta rescue = A-beta toxicity reversal in yeast | yeast expressing A-beta42, growth rescue, OD600, 48 h; response scale: 0% DMSO, 100% iron-clioquinol control | Potency, µM (highest dose often 46.1 µM), for inactives: top-dose growth rescue, hits mostly activators | actives 0.063% (n = 410,000); also: potency is read from the fitted curve at half-maximal effect; nearly all actives have a fitted effect of over 55% in size
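Yeast growth medium received pinned compounds, then yeast cells expressing toxic A-beta were added; plates incubated at 30 C for 48 hr. Growth read as absorbance at 600 nm, normalized to DMSO and equimolar FeCl3 plus clioquinol controls.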
TDP-43 yeast inh = inhibitors of TDP-43 toxicity in yeast; TDP-43 expressing yeast growth rescue, BacTiter-Glo, 24 h; actives 1.8% (n = 410,000); Potency, µM (titrated, usually from 46.1 µM), without a hit: at the highest dose growth rescue (activation), usual class: activators; also: potency is read from the fitted curve at half-maximal effect; % of control where 0% means no effect; nearly all actives have a fitted effect of over 50% in size
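Cell-based yeast growth screen: TDP-43 expression induced in galactose, inoculum OD600=0.02 after raffinose pregrowth to mid-log. Read-out BacTiter-Glo luminescence at 24 hr, 30 deg C; inhibition of toxicity seen as signal increase.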
PTHR1 ag = activates the human parathyroid hormone receptor PTHR1; Q03431; HEK293 GP2 PTHR1 cells, GloSensor cAMP luminescence, 1 h; Potency, µM (top dose mostly 115 µM), for inactives: at the highest dose activation, hits mostly activators; actives 0.075% (n = 410,000); AID 743266; also: potency is read from the fitted curve at half-maximal effect; nearly all actives have a fitted effect of over 55% in size; some results filed as inactive show a strong effect at the top dose; inactives centre near -15; many of its hits are not listed in these tables
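HEK-293-derived GP2 cells expressing PTHR1 and a GloSensor cAMP reporter, 3,000/well, plated overnight, given luciferin plus IBMX (each 0.5 mM as added) for 1 h at 37 °C, then compound for 1 h at 37 °C. Luminescence was read after 15 min at room temperature.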
Akt phos inh = blocks phosphorylation of Akt. actives 0.32% (n = 360,000). Neuro2A IGF-stimulated pAkt S473 HTRF, 20 min; hits give low values. activity change, % for hits at 50 µM; in the data active = activity change below about -80%; inconclusive = mostly about -51% to -80%; also: % is scaled to controls: 0 for no effect and ±100 for the full control effect
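Single-point screen (50 µM final compound) in Neuro2A cells stimulated 20 min with 6 nM IGF at 37 deg C. After lysis, Ser473-phosphorylated Akt read by HTRF (ex 330 nm, em 615/665 nm) as the 665/615 ratio.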
Active calls of the source: *; i = inactive; ? = inconclusive; . = not tested or not shown; [ ] = dose if it differs, or a comment. Unless noted, calls follow the shape of the dose curve; as a rule, active = well fitted curve in the direction sought with a large enough effect; inconclusive = small, poorly fitted or top-dose-only effect, or another doubt; inactive = no such curve, though single readings can be large; an effect the other way counts as inactive or inconclusive. An excerpt; rates above refer to the full screens.

#	SMILES	aSyn rescue	FUS yeast rescue	D3 antag	GLP-1R agonist	GLP1R inv ag
1	CCCc1cc(N2CCN(c3ccccc3F)CC2)n2cnnc2n1	.	7%	.	.	-15%
2	CCCCC(=O)Nc1cccc(NC(=O)c2ccc3c(c2)OCO3)c1	8%	-4%	-20	1%	-5%
3	O=C(NCCCc1ccccc1)c1ccccc1O	-37%[inhibitor]	-3%	13	7%	-19%
4	COC(=O)[C@]12CCCCC=C1N(Cc1cccc3ccccc13)C(=O)[C@H](CC(=O)NCc1cccc(C(F)(F)F)c1)C2	12%	?	5	-4%	?
5	O=c1ccc(Cc2ccccn2)n[nH]1	-3%	-2%	?	-7%	2%
6	COc1ccccc1Cn1c(=S)[nH]c2cc(C(=O)N3CCCC(C)C3)ccc2c1=O (configuration not stated)	-4%	-2%	-10	5%	?
7	COC(=O)CCCn1c(C)cc(C(=O)CCl)c1C	-35%[inhibitor]	6%	1	7%	1%[0.307 µM]
8	Cc1ccc(CNC(=O)c2cc3c(s2)CN(Cc2ccccc2)C3)cc1	-4%	9%	-7	0%	-18%
9	COc1ccc(-c2coc3c(CN4CCOCC4)c(O)ccc3c2=O)cc1	0%	-14%	3	0%	-1%
10	CC1CCN(C(=O)CSc2nnc(Cc3cccn3C)n2-c2ccc(F)cc2)CC1	-10%	?	7	0%	?
11	COc1cccc(CN2CCC2(C)C(=O)Nc2cccc(Oc3ccccc3)c2)c1F (configuration not stated)	-4%	25%	14	20%	3.2µM*
12	CC1=C(C(=O)OC(C)C)C(c2cccs2)N2C(=O)CCSC2=N1 (configuration not stated)	0%	20%	-27	-9%	0%

#	Abeta rescue	TDP-43 yeast inh	PTHR1 ag	Akt phos inh
1	3%	20µM*	-30%[inhibitor]	.
2	8%	2%	i	i
3	-26%	16%	i	i
4	1%	12%	12%	i
5	1%	-4%	-16%[57.5 µM]	i
6	5%	26%	-23%	i
7	5%	20µM*	-19%	i
8	-16%	-6%	i	i
9	6%	0%	-4%	i
10	-3%	-1%	-12%	i
11	17%	0%	-16%	i
12	-6%	-8%	-17%[57.5 µM]	i

Given in transposed form: entries from further up
[5] O=c1ccc(Cc2ccccn2)n[nH]1
[6] COc1ccccc1Cn1c(=S)[nH]c2cc(C(=O)N3CCCC(C)C3)ccc2c1=O (configuration not stated)
screen / no.	5	6
aSyn rescue	-3%	-4%
FUS yeast rescue	-2%	-2%
D3 antag	?	-10
GLP-1R agonist	-7%	5%
GLP1R inv ag	2%	?
Abeta rescue	1%	5%
TDP-43 yeast inh	-4%	26%
PTHR1 ag	-16%[57.5 µM]	-23%
Akt phos inh	i	i

Further compounds follow:
#	SMILES	aSyn rescue	FUS yeast rescue	D3 antag	GLP-1R agonist	GLP1R inv ag
13	O=C(NCCc1ccccn1)c1cc(-c2ccccc2Cl)nc2ccccc12	0%	-2%	8	-2%	19%
14	COc1ccccc1NC(=O)c1c(NCc2ccc(OC)c(OC)c2OC)sc2c1CCC2	.	?	.	.	1%
15	C(=N\Nc1ccccn1)/c1ccc(N2CCOCC2)cc1	-12%	32%	-27	1%	-11%
16	CCOC(=O)C1(C)CCCN(C(=O)c2ccc(F)cc2Cl)C1 (configuration not stated)	1%	-4%	3	-2%	21%
17	CC(C)Cn1cc(C(=O)N2CCN(c3ccccn3)CC2)c2c3ccccc3n(C)c2c1=O	4%	22%	-9	2%	0%
18	Cc1nc(=O)c(-c2ccccc2)c(C)n1CC1CCCO1 (configuration not stated)	0%	3%	9	-10%	8%
19	CCc1ccc(-n2c(CCC(=O)O)ccc2-c2cccs2)cc1	.	48%	.	.	-25%
20	CCOc1ccc(S(=O)(=O)N2CCN(c3ccccc3)CC2)cc1C(N)=O	.	17%	.	.	5%
21	Cc1ccccc1C(=O)NCCNC(=O)c1ccco1	1%	-9%	4	0%	-4%
22	OC[C@@H]1CN(Cc2cccc(C(F)(F)F)c2)C[C@H](n2cnc3c(NCc4ccc(F)cc4)ncnc32)O1	4%	13%	0	-3%	?
23	COc1ccc(S(=O)(=O)NCC(c2cccnc2)N2CCN(Cc3ccccc3)CC2)cc1C (configuration not stated)	5%	-1%	11	6%	?

#	Abeta rescue	TDP-43 yeast inh	PTHR1 ag	Akt phos inh
13	-5%	4%	i	i
14	2%	12%	i	.
15	-18%	-4%	-85%[inhibitor]	i
16	-1%	0%	i	i
17	9%	-4%	-6%[57.5 µM]	.
18	30%	16%	i	i
19	-9%	?	i	.
20	-10%	-14%	?	.
21	-11%	-9%	-2%	i
22	4%	?	-23%	i
23	17%	0%	-5%	i

Of the compounds above, these have a halogen:
#	SMILES	aSyn rescue	FUS yeast rescue	D3 antag	GLP-1R agonist	GLP1R inv ag
1	CCCc1cc(N2CCN(c3ccccc3F)CC2)n2cnnc2n1	.	7%	.	.	-15%
4	COC(=O)[C@]12CCCCC=C1N(Cc1cccc3ccccc13)C(=O)[C@H](CC(=O)NCc1cccc(C(F)(F)F)c1)C2	12%	?	5	-4%	?
7	COC(=O)CCCn1c(C)cc(C(=O)CCl)c1C	-35%[inhibitor]	6%	1	7%	1%[0.307 µM]
10	CC1CCN(C(=O)CSc2nnc(Cc3cccn3C)n2-c2ccc(F)cc2)CC1	-10%	?	7	0%	?
11	COc1cccc(CN2CCC2(C)C(=O)Nc2cccc(Oc3ccccc3)c2)c1F (configuration not stated)	-4%	25%	14	20%	3.2µM*
13	O=C(NCCc1ccccn1)c1cc(-c2ccccc2Cl)nc2ccccc12	0%	-2%	8	-2%	19%
16	CCOC(=O)C1(C)CCCN(C(=O)c2ccc(F)cc2Cl)C1 (configuration not stated)	1%	-4%	3	-2%	21%
22	OC[C@@H]1CN(Cc2cccc(C(F)(F)F)c2)C[C@H](n2cnc3c(NCc4ccc(F)cc4)ncnc32)O1	4%	13%	0	-3%	?

#	Abeta rescue	TDP-43 yeast inh	PTHR1 ag	Akt phos inh
1	3%	20µM*	-30%[inhibitor]	.
4	1%	12%	12%	i
7	5%	20µM*	-19%	i
10	-3%	-1%	-12%	i
11	17%	0%	-16%	i
13	-5%	4%	i	i
16	-1%	0%	i	i
22	4%	?	-23%	i
